Assay outcomes: PubChem BioAssay, Dana-Farber Cancer Institute and Novartis Institutes for BioMedical Research (Cambridge, Mass)
USP28 block – inhibitors of human USP28 deubiquitinase; Q96RU2; purified USP28, Ub-rhodamine cleavage fluorescence, 30 min; inhibition, % at 25 µM; hit rate 3% among 47,000
USP7 inh – human USP7 deubiquitinase inhibition; purified USP7, Ub-rhodamine cleavage fluorescence; inhibition, % at 20 µM; hit rate 0.3% among 47,000
OTUD3 inh – human OTUD3 deubiquitinase inhibition; Q5T2D3; inhibition, % at 25 µM; hit rate 0.7% among 47,000; purified OTUD3, Ub-rhodamine fluorescence, 2 h
USP17 block – inhibitors of human USP17 deubiquitinase. purified USP17, Ub-rhodamine cleavage fluorescence, 3 h. inhibition, % at 50 µM. hit rate 6.5% among 47,000. A8MUK1. AID 1645855
USP10 block – human USP10 deubiquitinase inhibition | Q14694 | purified USP10, Ub-rhodamine fluorescence, 60 min | inhibition, % at 20 µM | hit rate 1.1% among 47,000 | AID 1645856
Target sequence (Q14694 whole entry, looked up): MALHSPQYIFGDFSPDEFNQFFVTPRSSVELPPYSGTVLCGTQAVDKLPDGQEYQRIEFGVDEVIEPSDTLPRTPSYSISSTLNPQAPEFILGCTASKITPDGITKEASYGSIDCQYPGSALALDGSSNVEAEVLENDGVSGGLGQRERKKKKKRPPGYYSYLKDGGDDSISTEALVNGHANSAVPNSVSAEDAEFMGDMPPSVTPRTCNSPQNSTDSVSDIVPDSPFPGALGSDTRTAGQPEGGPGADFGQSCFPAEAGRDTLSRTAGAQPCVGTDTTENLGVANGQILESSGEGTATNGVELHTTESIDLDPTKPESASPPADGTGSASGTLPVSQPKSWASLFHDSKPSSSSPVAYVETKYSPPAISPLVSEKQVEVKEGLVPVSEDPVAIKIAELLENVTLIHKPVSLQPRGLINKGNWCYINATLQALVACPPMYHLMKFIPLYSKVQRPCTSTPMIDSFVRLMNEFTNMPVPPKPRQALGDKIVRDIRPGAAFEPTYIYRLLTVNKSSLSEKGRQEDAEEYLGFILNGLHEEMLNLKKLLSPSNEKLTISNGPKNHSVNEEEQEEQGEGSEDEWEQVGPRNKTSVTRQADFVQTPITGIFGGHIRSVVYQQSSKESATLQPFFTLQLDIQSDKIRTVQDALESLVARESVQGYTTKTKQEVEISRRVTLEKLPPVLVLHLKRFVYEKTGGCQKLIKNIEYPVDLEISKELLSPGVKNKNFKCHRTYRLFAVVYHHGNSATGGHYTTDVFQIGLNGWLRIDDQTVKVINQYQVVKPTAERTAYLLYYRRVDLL
UCHL1 inh – inhibitors of human UCHL1 deubiquitinase; hit rate 0.2% among 47,000; AID 1645859; purified UCHL1, Ub-rhodamine cleavage fluorescence; inhibition, % at 20 µM; P09936
Target sequence (P09936 whole entry, looked up): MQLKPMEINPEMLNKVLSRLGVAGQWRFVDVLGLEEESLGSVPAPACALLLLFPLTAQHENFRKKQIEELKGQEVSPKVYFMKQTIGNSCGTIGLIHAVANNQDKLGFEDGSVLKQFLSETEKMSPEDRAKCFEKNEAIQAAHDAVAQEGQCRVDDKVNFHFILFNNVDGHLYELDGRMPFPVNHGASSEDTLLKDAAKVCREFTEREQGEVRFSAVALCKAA
USP8 block – human USP8 deubiquitinase inhibition. P40818. purified USP8, Ub-rhodamine cleavage fluorescence, 30 min. inhibition, % at 20 µM. hit rate 4.2% among 47,000. AID 1645853
USP30 inh – human USP30 deubiquitinase inhibition; inhibition, % at 25 µM; hit rate 5.3% among 47,000; purified USP30, Ub-rhodamine cleavage fluorescence; Q70CQ3
The depositor's hits bear a star; . = no result given. No stated cut-off is given here; in the data, active means inhibition above about 30%; inactive means the rest. Compounds were not picked by outcome. Share with any hit: about 14%.

SMILES	USP28 block	USP7 inh	OTUD3 inh	USP17 block	USP10 block	UCHL1 inh	USP8 block	USP30 inh
O=C(Cn1cc(C(=O)C(F)(F)F)c2ccccc21)Nc1ccccc1F	.	5	2	27	3	2	0	.
O=S(=O)(c1ccc2c(c1)CCO2)N1CC=C(c2ccccc2)CC1	-7	4	-3	-1	0	-2	11	1
CN(C)C(=O)c1cc(C2CN(C(=O)c3ccc4ncccc4c3)CCO2)nc2ccccc12 (stereo not drawn)	2	4	12	4	1	-2	0	13
N#Cc1ccc(C(=O)NCC(=O)N2CCCc3ccccc32)c(F)c1	14	5	13	16	0	6	25	25
Cc1ccc(-c2nc(CNC(=O)Cc3ccccc3)cs2)cc1	5	-16	2	8	1	2	-20	16
COc1ccccc1C(=O)N1CCN(c2nc(-c3ccccc3)no2)CC1	7	-17	12	9	-1	1	19	28
O=C(COC(=O)CCc1nc2ccccc2[nH]c1=O)Nc1ccc([N+](=O)[O-])cc1	-23	-6	-18	3	-6	4	81*	-200
Cc1cccc(NC(=O)N2C[C@@H]3c4nccn4-c4ccccc4[C@@H]3C2)c1	1	-112	0	-26	-5	0	-7	-10
Cn1ccc(C(=O)NCc2cnc(C3CCCCO3)nc2)n1 (stereo not drawn)	6	1	9	5	0	1	17	16
CC(C)C(=O)N1CCc2c(c(-c3nc(Cc4ccccc4)no3)nn2C)C1	9	1	11	5	-1	1	-18	12
CC(C)CCN1C(=O)CSc2c(c3ccccc3n2C)C1C(=O)NCc1ccccc1 (stereo not drawn)	1	-1	4	0	7	5	6	0
Cn1c(=O)[nH]c(=O)c2c1nc(N1CCCCCC1)n2CCCSc1nc2ccccc2s1	-2	-6	8	-7	20	4	3	3
C=C(C)[C@@H]1CC[C@]2(C)[C@H](CC[C@@H]3[C@@H](C(C)(O)CCC=C(C)C)CC[C@]32C)[C@@]1(C)CCC(=O)O (stereo partly drawn)	69*	85*	88*	99*	93*	45*	91*	93*
Cc1ccc(N(CC(=O)Nc2cccc(C)c2C)S(=O)(=O)c2c(C)noc2C)cc1	-3	-31	-3	0	5	-1	0	-5
Cc1ccccc1CN1C[C@@H]2c3nc(N(C)C)ncc3CS(=O)(=O)[C@@H]2C1	-5	0	-5	-28	-3	0	-7	-25
Cc1cnc(-c2cc(CC3CCCN(Cc4cscn4)C3)ncn2)[nH]1 (stereo not drawn)	.	1	0	-7	0	0	-1	.
CCCc1cc(C(=O)N2CCCC2c2cc(C)no2)no1 (stereo not drawn)	16	1	7	19	1	1	4	27
CCOC(=O)c1cc(NC(=O)CCC(=O)O)ccc1N1CCCCC1	-10	1	-8	-4	2	0	6	-9
c1cc(-c2ccc(-c3noc([C@@H]4CCCN4C4CCOCC4)n3)cn2)ccn1	-10	-10	3	-13	-4	-1	0	-37
O=c1cc(C2CCN(Cc3ccccc3F)CC2)nc(-c2cccnc2)[nH]1	0	9	7	11	-1	4	8	13
Cc1ccccc1Cn1cc(C(=O)Nc2ccccc2C(N)=O)ccc1=O	-1	-4	4	-7	15	1	12	6
Cc1ccc(C)c(S(=O)(=O)N(CC(=O)Nc2cc(C)on2)c2cccc(C(F)(F)F)c2)c1	26	12	16	16	12	12	-155	16
COc1ccc(/C=C2\CC/C(=C\c3ccc(OC)cc3)C2=O)cc1	10	8	5	11	2	1	8	23
O=C(c1nccc2ccccc12)N1CCCC(Cc2cc(-c3ncc[nH]3)ncn2)C1 (stereo not drawn)	-16	0	-12	-21	-6	-1	-46	-17
Cc1ccc(S(=O)(=O)N2CC3CN(C(=O)c4ccc5c(c4)OCO5)CC(C2)O3)cc1	-15	2	-17	-12	-3	-3	-11	-39
Cc1ccccc1-c1nnc2sc(COc3ccc(Cl)cc3)nn12	53*	8	37*	68*	26	5	31*	80*
CN(C)C(=O)CO[C@@H]1CO[C@H]2[C@@H]1OC[C@@H]2Nc1nccc(-c2cccc(F)c2)n1	-15	-3	-5	-9	-2	-2	2	-3
O=C(C1CN(C(=O)COc2ccc3ccccc3c2)c2ccccc2O1)N1CCCCC1 (stereo not drawn)	22	-5	14	10	8	6	25	29
Cc1cccc(NC(=O)Cn2c(=O)n(Cc3ccc(F)cc3)c(=O)c3sccc32)c1	15	6	17	69*	18	2	4	35*
COc1ccc(C(=O)N2CCN(Cc3noc4ccccc34)CC2)cc1	-5	-1	-9	-1	1	1	3	-3
COc1ccc(C(=O)N2CC[C@@H]3Oc4ccccc4S(=O)(=O)N(C)[C@H]3CC2)cc1	5	0	15	2	1	2	5	19
N#Cc1cccc(CN2CCCC2c2nc(-c3ccccc3)n[nH]2)c1 (stereo not drawn)	3	-1	-7	1	-2	0	-4	4
Cc1nc(C2(C)CCN(C(=O)Cc3c[nH]c4ccccc34)CC2)c2sccn12	-1	1	2	2	-3	2	-15	4
CCc1cc(=O)oc2cc(OCC(=O)NC3CC(C)(C)NC(C)(C)C3)ccc12	13	4	4	5	1	0	10	3
Cc1ncc(CN2CCC3(CC2)CN(S(C)(=O)=O)Cc2ccccc2O3)cn1	6	4	11	9	0	-1	21	6
CCN1CCN(c2cc(C)c3cc(NC(=O)c4cccnc4)ccc3n2)CC1	0	-6	0	-9	-1	-4	-4	-6
Cc1nc2nc[nH]n2c(=O)c1CCC(=O)NCc1ccccc1	-4	0	1	0	0	-2	0	1
CC1CCN(CCCN2C(=O)C3C(C(=O)Nc4ccc(Cl)cc4)C4C=CC3(O4)C2C(=O)NC2CCCCC2)CC1 (stereo not drawn)	-13	-36	-12	-18	-5	-4	-102	-35
CSc1nnc(-c2nn(C)c3c2CN(C(=O)c2c(F)cccc2F)CC3)n1C	-6	1	-6	1	1	0	0	-6
COc1c(C)ncc(CNCCc2c[nH]c3ccccc23)c1-c1cncn1C	-9	0	-4	-9	-1	-2	0	-23
Cc1ccc(C(=O)OCC(=O)Nc2cc(S(=O)(=O)N3CCCCC3)ccc2C)cc1C	6	9	12	10	-1	6	7	10
CN(C)C(=O)N1CCC2(CC1)CN(C(=O)c1cccc3[nH]ccc13)Cc1ccccc1O2	0	-1	1	-6	2	0	-9	-12
O=C(NCCC(=O)N1CCC2(CC1)NCCc1[nH]cnc12)c1cccc(C(F)(F)F)c1	-6	-2	-1	3	0	-4	5	-3
CC1(C)CCCC2=C1CC(C)(C)C(N(C(=O)/C=C/C(=O)O)c1ccccc1)C2 (stereo not drawn)	49*	1	41*	77*	34*	0	59*	75*
O=C(Nc1ccc(F)cc1F)c1cnc(N2CCOCC2)nc1	-6	-3	-9	-2	-4	-3	-11	2
Cn1cc(CN2C[C@@H](NC(=O)c3cccn3C)[C@H]3OCCC[C@H]32)cn1	9	2	13	-11	0	0	0	11
Cc1cc2c3c([nH]c2cc1S(=O)(=O)N1CCCCC1)CC(C)(C)CC3=O	8	4	9	5	6	6	17	18
O=C1N(c2cccc(F)c2)c2ncccc2S(=O)(=O)N1Cc1ccccc1	12	-5	0	3	0	4	4	3
COCC(=O)N1CCCCCC1C1CCN(c2ccc(C#N)cn2)CC1 (stereo not drawn)	16	-24	10	0	-2	1	4	29
CC(=O)Oc1cn(Cc2cccs2)c2nc(C)n3c4ccccc4nc3c12	-70	-23	-105	0	-8	-22	29	-363
Carrying on:
SMILES	USP28 block	USP7 inh	OTUD3 inh	USP17 block	USP10 block	UCHL1 inh	USP8 block	USP30 inh
O=C(NCc1cccnc1)[C@H]1CC[C@@H]2[C@@H](CCN2Cc2ccoc2)O1	-1	-1	3	-31	-5	0	-223	-24
O=C(c1nc(CS(=O)(=O)c2ccccc2)no1)N1CCCCCC1	2	4	6	.	-2	-2	10	5
Cc1sc(NC(=O)Cn2nnc3ccccc3c2=O)nc1-c1ccc2c(c1)CCN2C(=O)C(C)C	.	11	2	56*	13	2	14	.
CN1C(=O)OC2(CCN(C(=O)c3ccccc3)CC2)c2ccccc21	-5	-1	-4	0	3	-1	-5	0
O=C1CC(CNS(=O)(=O)c2ccc(F)cc2)CN1c1ccc(F)cc1 (stereo not drawn)	9	0	20	3	-1	1	-34	0
CC(C)=CCC/C(C)=C/C[C@]1(O)C(=O)c2cc(O)cc(O)c2C(=O)[C@@]1(Cl)CC=C(C)C	20	8	14	50*	14	4	-9	9
O=C(CCN1C(=O)c2cccnc2Sc2ccccc21)NCc1ccccc1F	-17	-1	-2	-4	-1	-4	-14	-13
Cc1ccc(OCC(=O)NCc2ccc3c(c2)OCO3)c([N+](=O)[O-])n1	-8	0	0	-21	-2	-1	-119	-7
Cc1ccc(Nc2nc(NC3CCCC3)nc3c2cnn3C)cc1C	10	-60	-7	2	9	9	3	-10
Cc1ccc(SCc2nc(-c3ccccn3)no2)cc1	20	-6	-5	-24	-2	-5	-23	-2
Cc1ccccc1C(=O)NCC1(O)CCOc2ccccc21 (stereo not drawn)	-2	0	-1	-7	2	0	1	-7
CN(CC(=O)N1c2ccccc2OCC1c1ccccc1)Cc1ccco1 (stereo not drawn)	-1	4	0	0	0	2	12	-6
COc1ccnc2c1c(=O)n(CC(=O)NCC1CCCO1)c(=O)n2C (stereo not drawn)	-4	0	-2	6	2	-1	9	-14
CNc1nc2c(c(=O)n1-c1ccccc1)CN(C(=O)Nc1ccccc1)CC2	5	6	9	9	2	1	23	15
Cn1c(CC2CCN(C(=O)CCc3ccccc3)C2)nc2cccnc21 (stereo not drawn)	-18	.	-17	-13	-6	-8	-14	-49
Cc1cc(F)ccc1NC(=O)c1ccc2noc(-c3ccccc3)c2c1	0	-2	-1	-11	1	-1	-63	-47
O=C(CCn1nnc2ccccc21)N1CCCC(c2ccnc3ncnn23)C1 (stereo not drawn)	-3	0	-8	-4	-1	-3	-32	19
Cc1nc(C2CCCN2S(=O)(=O)c2cccc3cccnc23)n[nH]1 (stereo not drawn)	-6	0	0	-1	0	-7	-21	-6
CC(=O)N1c2c(cc(Br)cc2S(=O)(=O)NCc2ccccc2)CC1C (stereo not drawn)	8	2	0	0	-1	-1	9	2
COc1ccc(C(=O)Nc2ccccc2)cc1S(=O)(=O)N1CCCC1	-9	-2	0	-14	0	0	0	-3
CCOC(=O)c1noc2nc(C)n(Cc3nc(-c4ccccc4)oc3C)c(=O)c12	-8	2	1	-10	0	0	12	0
CC(C)c1ccc(-c2noc(SCC(=O)NCC3CCCO3)n2)cc1 (stereo not drawn)	0	-12	-6	-10	1	-2	-35	-21
CCCc1nc(-c2c(C)cc(C)nc2NC(=O)C2CCCC2)no1	7	-5	10	8	5	3	11	23
CCCCC(=O)N1CCCC1c1nnc(C(=O)Nc2ccc(C)cc2)s1 (stereo not drawn)	8	-4	2	-17	0	2	-101	10
O=C1CCS(=O)(=O)c2ccc(F)cc21	10	2	10	10	1	1	17	12
O=S(=O)(c1ccccc1)N1CCCn2c(CN3CCCCC3)nnc2C1	-13	-2	-2	-37	-1	-1	-236	0
O=C(Cn1cc(S(=O)(=O)Cc2c(F)cccc2Cl)c2ccccc21)N1CCCCCC1	-7	4	-7	1	12	1	-7	0
O=C(Nc1cnc(N2CCCC2)nc1)C1CC1	-7	-1	-2	.	-9	-3	-3	-9

In another format: eleven of the compounds above.
molecule,USP28 block,USP7 inh,OTUD3 inh,USP17 block,USP10 block,UCHL1 inh,USP8 block,USP30 inh
Cc1nc(C2CCCN2S(=O)(=O)c2cccc3cccnc23)n[nH]1 (stereo not drawn),-6,0,0,-1,0,-7,-21,-6
CC(=O)N1c2c(cc(Br)cc2S(=O)(=O)NCc2ccccc2)CC1C (stereo not drawn),8,2,0,0,-1,-1,9,2
COc1ccc(C(=O)Nc2ccccc2)cc1S(=O)(=O)N1CCCC1,-9,-2,0,-14,0,0,0,-3
CCOC(=O)c1noc2nc(C)n(Cc3nc(-c4ccccc4)oc3C)c(=O)c12,-8,2,1,-10,0,0,12,0
CC(C)c1ccc(-c2noc(SCC(=O)NCC3CCCO3)n2)cc1 (stereo not drawn),0,-12,-6,-10,1,-2,-35,-21
CCCc1nc(-c2c(C)cc(C)nc2NC(=O)C2CCCC2)no1,7,-5,10,8,5,3,11,23
CCCCC(=O)N1CCCC1c1nnc(C(=O)Nc2ccc(C)cc2)s1 (stereo not drawn),8,-4,2,-17,0,2,-101,10
O=C1CCS(=O)(=O)c2ccc(F)cc21,10,2,10,10,1,1,17,12
O=S(=O)(c1ccccc1)N1CCCn2c(CN3CCCCC3)nnc2C1,-13,-2,-2,-37,-1,-1,-236,0
O=C(Cn1cc(S(=O)(=O)Cc2c(F)cccc2Cl)c2ccccc21)N1CCCCCC1,-7,4,-7,1,12,1,-7,0
O=C(Nc1cnc(N2CCCC2)nc1)C1CC1,-7,-1,-2,.,-9,-3,-3,-9
